Compound activity (PubChem BioAssay)
Rac1 GTP hydrolysis = MgcRacGAP GTPase-activating activity inhibitors, confirmation, biochemical, ADP Hunter fluorescence; Rac GTPase-activating protein 1 (Homo sapiens); inhibition, % at 30 µM, or IC50 in µM where a hit was titrated; 340,000 tested, 0.6% active; MgcRacGAP-stimulated Rac1 GTP hydrolysis, ADP Hunter fluorescence; higher % means a stronger effect; GST-tagged Rac1 F28L mutant substrate;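 active = first-screen hits whose inhibition reached a set limit at any dose in the follow-up dose series; inconclusive = inhibition above the set first-screen limit but never retested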;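 also: fluorescence reports GDP produced by GAP-driven GTP hydrolysis; strong numbers were not always called active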
Myeloid diff 2 = induction of myeloid progenitor differentiation, primary screen, cell-based, flow cytometry, MLPCN library; ER-HoxA9 myeloid progenitors, lysozyme-GFP differentiation; calls only at 10 µM; 360,000 tested, 1% active;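 active = normalized GFP-positive differentiation at or above the plate's own cutoff, the solvent-only control mean plus 3 SD; inconclusive = no clear call, values can overlap the other calls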;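 also: cells exposed to compound for four days before flow analysis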
Myeloid diff 2 GFP+ MAC1+ % = also measured in Myeloid diff 2; calls as there; GFP+ MAC1+ double positive, %; measured here: differentiation confirmed by MAC1 staining
* hit, by the source's call; i = inactive; ? = inconclusive; / = no result given; & = joins results of further samples. The list is partial; rates above refer to the full screens.

Values in the order – Rac1 GTP hydrolysis	Myeloid diff 2	Myeloid diff 2 GFP+ MAC1+ %
CCOC(=O)C1=C(COC(=O)Cc2ccccc2[N+](=O)[O-])NC(=O)NC1C (stereo not drawn)
→ 11.2%	i	0.9
Cc1n[nH]c(=O)n(N=Cc2cccs2)c1=O
→ 7.8%	i	0.4
CC(=O)Nc1nnc([N+](=O)[O-])s1
→ 9.7%	i	1.3
CCCc1c(C(=O)N/N=C/c2ccoc2)nnn1-c1nonc1N
→ 15.0%	i	1.6
Cc1cc(NC(=O)c2cc3ccccc3o2)no1
→ 9.6%	i	2.4
CCOc1ccc(CCNC(=O)COC(=O)c2[nH]c(C)c(C(C)=O)c2C)cc1OCC
→ 1.9%	i	0.6
Cn1c2ccccc2c(=O)c2c(=O)n(-c3ccc(F)cc3)c(C3CCCCC3)nc21
→ 6.5%	i	0.9
CCNC(COC(=O)c1ccc([N+](=O)[O-])cc1)C1CCCCC1 (stereo not drawn)
→ 2.6%	i	1.2
CC(C)CC1C(=O)N(Cc2cn(CC3CCCCC3)nn2)CCS(=O)(=O)N1Cc1ccc(-c2cccc(CO)c2)cc1 (stereo not drawn)
→ -2.3%	i	1.7
CC(=O)Nc1ccc(CCNC(=O)c2ccc3ccccc3c2O)cc1
→ 5.2%	i	5.3
O=C1C2CC=CCC2C(=O)N1c1nccs1 (stereo not drawn)
→ -5.1%	i	0.0
COCCN(C(=O)COC(=O)C1CCCCC1)c1c(N)n(Cc2ccccc2)c(=O)[nH]c1=O
→ 12.8%	i	0.6
Cc1cc(C)c(C(=O)CC(=O)c2cccnc2)c(C)c1
→ 3.6%	i	1.9
CN(C)c1ccc(C=NNC(=O)c2cccc3ccccc23)c(Cl)c1
→ 4.6%	?	/
CCN(CC)CCn1c(=S)[nH]c2cc(C(=O)NCCc3ccc(OC)c(OC)c3)ccc2c1=O
→ 11.2%	i	0.4
O=C(COC(=O)c1ccc(F)c(S(=O)(=O)N2CCOCC2)c1)Nc1ccc(Cl)cn1
→ -1.0%	i	0.8
CC1C(=O)N(Cc2cn(CCC3OCCO3)nn2)CCS(=O)(=O)N1Cc1ccc(-c2ccncc2)cc1 (stereo not drawn)
→ 11.9%	i	0.5
Nc1ccn([C@@H]2O[C@H](CNCc3ccc(C#CCCO)cc3)[C@@H](O)[C@H]2O)c(=O)n1
→ -7.7%	i	1.2
COC(=O)C[C@@H]1C[C@H]2c3cc(NC(=O)C4CCC4)ccc3O[C@H]2[C@@H](CO)O1
→ 20.7%	i	0.5
CNC(=O)C[C@H]1C(=O)N(c2ccc(Br)cc2)C[C@@H]1C
→ 14.6%	i	0.5
CC1(c2ccc(Cl)cc2)NC(=O)N(CC(=O)Nc2ccc3c(c2)OCO3)C1=O (stereo not drawn)
→ 10.5%	i	1.0
COc1ccccc1S(=O)(=O)N(C)C[C@H]1Oc2ncc(Br)cc2C(=O)N([C@H](C)CO)C[C@H]1C
→ 7.2%	i	2.0
Cc1ccc(S(=O)(=O)Nc2ccc3c(c2)C(=O)N([C@H](C)CO)C[C@H](C)[C@@H](CN(C)C(=O)NC2CCCCC2)OCCCC[C@@H](C)O3)cc1
→ 17.8%	i	1.0
Cc1cn(C2CC(O)C(CO)O2)c(=O)n(Cc2ccccc2)c1=O (stereo not drawn)
→ -5.0%	i	0.9
CC1(C)CC(=O)C=C(c2ccc(COC(=O)Cc3ccccc3)cc2)C1=O
→ 10.8%	i	0.4
O=C(O)Cc1cc(=O)[nH]n(-c2ccccc2)c1=O
→ 4.1%	i	1.0
C[C@@H]1CCCCO[C@H](CN(C)C(=O)Cc2ccccc2)[C@H](C)CN([C@@H](C)CO)C(=O)c2cc(NC(=O)Nc3ccc(F)cc3)ccc2O1
→ 12.9%	i	1.0
CCc1cc(-c2cnnn2CCc2c[nH]c3ccccc23)ccc1-c1cn(CC(C)C)nn1
→ 9.7%	i	0.2
CC(NC(=O)c1ccc2nc(Cc3cccc(Cl)c3)oc2c1)c1ccncn1 (stereo not drawn)
→ 5.7%	i	0.3
CCOC(=O)Nc1cccc2c1-c1ccc([N+](=O)[O-])cc1C2=O
→ 4.8%	i	1.8

The list continues.
Values in the order – Rac1 GTP hydrolysis	Myeloid diff 2	Myeloid diff 2 GFP+ MAC1+ %
O=C(Nc1ccccn1)C1CCN(C(=O)c2ccc(Cl)cc2)CC1
→ 16.6%	i	1.6
Cc1cc(C)c(Nc2n[nH]c(=S)s2)cc1C
→ 29.6%	i	0.8
Oc1c(CN2CCOCC2)cc(CN2CCOCC2)c(O)c1O
→ -135.4%	i	0.3
Cc1ccc(NCCCn2cnc3c(OCc4ccccc4)ncnc32)cc1C
→ 26.1%	i	0.5
Cc1c(C(=O)O)sc(S(=O)(=O)N2CCN(C(=O)Cc3ccc(Cl)cc3)CC2)c1C(=O)O
→ 4.2%	i	1.7
CCN(CC)CCNC(=O)c1ccc(NC(=O)c2ccc(-n3cncn3)c([N+](=O)[O-])c2)cc1
→ 0.6%	i	0.6
COc1ccc(-c2cc(=O)c3c(OC)c(OC)c(OC)c(OC)c3o2)cc1
→ 7.5%	i	2.7
O=C(CSc1nnc(CNC(=O)c2c(F)cccc2F)o1)NCc1ccc2c(c1)OCO2
→ 7.7%	i	0.3
Cc1ccc([C@H]2C[C@H](O)[C@@H](n3cc(COC(=O)c4ccccc4)nn3)CN2C(=O)c2cccs2)cc1
→ 3.2%	i	1.3
C[C@@H]1CN([C@H](C)CO)C(=O)CCCn2nncc2CO[C@H]1CN(C)C(=O)Nc1ccc(N2CCN(C)CC2)cc1
→ 9.9%	i	0.3
CC(=O)Nc1ccc(Cl)cc1-c1ccccc1
→ -6.2%	i	0.9
CN(Cc1ccccc1F)C(=O)c1ccc(NC(=O)CC2SC(N3CCCCC3)=NC2=O)cc1 (stereo not drawn)
→ -1.4%	i	0.5
CS(=O)(=O)N(CC(=O)N1CCOCC1)c1cccc(Cl)c1
→ 5.9%	i	1.1
C=CCSc1nnc(NC(=O)CCNC(=O)c2ccccc2Cl)s1
→ 0.6%	i	0.6
CC1C(=O)N(Cc2cn(CC3CCCCC3)nn2)CCS(=O)(=O)N1Cc1ccc(-c2ccccc2)cc1 (stereo not drawn)
→ 5.9%	i	0.4
COc1ccccc1C1/C(=C(/O)c2cnn(-c3ccccc3)c2C)C(=O)C(=O)N1CCN(C)C (stereo not drawn)
→ 4.1%	i	0.2
O=C(Nc1cccc(Cl)c1)ON1CCCCC1
→ 7.8%	i	0.8
COCCNC(=S)N(C)[C@H]1C[C@H]2c3cc(N4CCN(C)CC4)ccc3CCN2C(=O)[C@H]1[C@H](C)O
→ -0.8%	i	0.6
Cc1ccc(C)c(NS(=O)(=O)c2ccc(-n3cccn3)cc2)c1
→ -5.7%	i	1.8
Cc1cc(Cl)ccc1N(CC(=O)N(C)Cc1ccccc1)S(C)(=O)=O
→ 18.6%	i	1.6
CC(C)(C)OC(=O)N(Cc1ccccc1)Cc1cccc(OCc2cccc(NC(=O)C3CC3)c2)c1
→ 8.2%	i	0.6
CC(C)c1ccc2c(c1)CC[C@H]1[C@](C)(CN)CCC[C@]21C
→ -0.2%&-1.8%	?	2.1
CCOC(=O)C1C(=O)C(=O)N(C(C)C)C1C(=O)OCC (stereo not drawn)
→ 1.4%	i	1.4
CC(Sc1nc2ncc(Cl)cc2[nH]1)C(=O)Nc1ccccc1[N+](=O)[O-] (stereo not drawn)
→ -1.0%	i	0.7
OCC[C@@H]1C[C@H](O)[C@@H](O)[C@@]2(OCc3cc(Cl)ccc32)O1
→ 5.7%	i	0.7
Cc1cc(C)nc(NC2=N[C@@H]3CCCC[C@H]3N2C(=O)Nc2cc(Cl)cc(Cl)c2)n1
→ 8.7%	i	0.6
Cc1cn(C2CCCCO2)c(=O)[nH]c1=O (stereo not drawn)
→ 0.1%	i	0.6
CC(=O)Nc1ccc2c(c1)C(N1CC3CCC(CC3)C1)c1ccccc1-2 (stereo not drawn)
→ -9.6%	i	0.4
CCOc1ccccc1N(CC(=O)Nc1ccccc1Br)S(=O)(=O)c1ccccc1
→ 8.5%	i	0.9
COc1ccc([C@H]2C[C@H](O)[C@@H](n3cc(C4CC4)nn3)CN2C(=O)c2cccs2)cc1
→ 8.9%	i	0.2

Later entries
Values in the order – Rac1 GTP hydrolysis	Myeloid diff 2	Myeloid diff 2 GFP+ MAC1+ %
ON=Cc1ccnc2ccccc12
→ 6.6%	i	0.6
COc1cc(C(=O)NC2CC(C)CC(C)(C)C2)cc(OC)c1OC (stereo not drawn)
→ 4.5%	i	0.2
C[C@H]1CN([C@@H](C)CO)C(=O)CCCn2nncc2CO[C@@H]1CN(C)Cc1ccc(C(=O)O)cc1
→ 14.9%	i	2.8
O=CN1CCN(C(=O)Cc2ccc(Cl)cc2)CC1
→ 12.1%	i	0.0
CC(=O)CSc1nc(CCc2ccccc2)c(C#N)c(=O)[nH]1
→ 2.9%	i	0.2
CC1=C(C(=O)N(C)C)CC(CC(=O)NCCCCc2ccccc2)C(=O)N1CCCN1CCCC1=O (stereo not drawn)
→ 9.9%	i	0.7
CCCCCC(=O)N1C[C@H](n2cc(COC(=O)c3ccccc3)nn2)[C@@H](O)C[C@@H]1c1ccc(OC)cc1
→ 5.8%	i	0.3
O=C(C1=C(O)C(=O)N(CCN2CCOCC2)C1c1cccc([N+](=O)[O-])c1)c1cc2ccccc2o1 (stereo not drawn)
→ -8.2%	i	0.2
CC(=NNC(=O)c1ccncc1)c1ccc(Cl)c(Cl)c1
→ 6.3%	i	1.0
C[C@H](CO)N1C[C@H](C)[C@@H](CN(C)Cc2ccc(C(F)(F)F)cc2)OCc2cnnn2CCCC1=O
→ 11.3%	i	0.4
CC(C)CCOc1ccc(C(=O)Nc2cc(S(=O)(=O)N3CCOCC3)ccc2N2CCOCC2)cc1
→ 19.0%	i	0.9
C[C@@H]1ON(C)[C@H]2C[C@H]3c4[nH]c5ccccc5c4CCN3C(=O)[C@@H]12
→ 4.1%	i	1.1
CC(O)C(NS(=O)(=O)c1ccc2ccccc2c1)C(=O)OCC(=O)Nc1ccccc1OC(F)F (stereo not drawn)
→ 0.2%	i	0.8
COc1ccc(NC(=O)c2nc[nH]c2C(=O)N(C)CCO)cc1
→ 7.2%	i	0.7
O=C(Cc1cccc(NC(=O)C2CCN(C(=O)C3CCCCC3)CC2)c1)Nc1cccc(C(=O)N2CCCCC2)c1
→ 7.0%	i	0.8
COc1ccc(C#Cc2ccc3c(c2)O[C@H](CN(C)C(C)=O)[C@H](C)CN([C@@H](C)CO)S3(=O)=O)cc1
→ 13.9%	i	0.7
COc1ccc(C(CNC(=O)c2cccc(NS(=O)(=O)c3ccccc3)c2)N2CCCC2)cc1 (stereo not drawn)
→ 6.0%	i	1.4
N#Cc1ccccc1S(=O)(=O)N1CCN(C(=O)CN(Cc2ccco2)Cc2cccs2)CC1
→ 6.2%	i	0.8
O=S(=O)(Cc1ccccc1)NC1c2ccccc2Oc2ccccc21
→ 2.4%	i	1.1
CCOC(=O)C1(Cc2ccccc2)CCCCCC1=O (stereo not drawn)
→ -0.8%	i	2.2
COc1ccc(C2C3=C(CCCC3=O)N(CC(=O)O)C3=C2C(=O)CCC3)cc1Br
→ 5.9%	i	0.2
Cc1ccc(C)c(NC(=O)CN2C(=O)C3CC=CCC3C2=O)c1 (stereo not drawn)
→ 3.5%	i	0.5
Cc1cc2c3ccccc3[nH]c(=O)n2n1
→ 10.2%	i	0.3
COc1cc2c(cc1OC(C)=O)CCCCC2=O
→ -1.0%	i	0.7
CN(C)C(CNC(=O)c1cc(S(=O)(=O)N2CCOCC2)ccc1Cl)c1cccs1 (stereo not drawn)
→ 3.5%	i	0.4
O=c1oc(=O)c2ccccc2c2ccccc12
→ -4.7%	i	0.8
Cc1ccc(Cl)cc1NC(=O)CCS(=O)(=O)c1ccc2c(c1)n(C)c(=O)c(=O)n2C
→ 4.5%	i	1.0
O=C1C[C@@H]2c3c(cccc3CN1Cc1ccc(Br)cc1)C[C@@H](O)[C@H]2O
→ -3.5%	i	1.7
CC(=O)c1ccc(NS(=O)(=O)c2cccc3cccnc23)cc1
→ 2.6%	i	0.5
C[C@H](CO)N1C[C@H](C)[C@H](CN(C)Cc2cccc(O)c2)OCc2ccccc2-c2c(n(C)c3ccccc23)C1=O
→ 14.3%	i	0.6

2 compounds picked at random from those above, as already listed:
Values in the order – Rac1 GTP hydrolysis	Myeloid diff 2	Myeloid diff 2 GFP+ MAC1+ %
CCNC(COC(=O)c1ccc([N+](=O)[O-])cc1)C1CCCCC1 (stereo not drawn)
→ 2.6%	i	1.2
Cc1n[nH]c(=O)n(N=Cc2cccs2)c1=O
→ 7.8%	i	0.4

New compounds follow:
Values in the order – Rac1 GTP hydrolysis	Myeloid diff 2	Myeloid diff 2 GFP+ MAC1+ %
Cc1ccccc1-n1c(SCC(=O)NC2CC2)nc2ccccc2c1=O
→ 9.9%	i	1.6
O=[N+]([O-])c1cccc(C=NN2CCCCCC2)c1
→ 0.5%	i	1.5
Cc1cccc(OCCNc2ncccc2[N+](=O)[O-])c1
→ 9.2%	i	1.3
CCOc1ccc(S(=O)(=O)N2CCCC2)c2ccccc12
→ 0.5%	i	0.3
C[C@@H]1CN(S(=O)C(C)(C)C)[C@H](CCO)/C1=C\c1ccccc1 (stereo partly drawn)
→ 6.6%	i	0.6
Cc1noc(C)c1NC(=O)Nc1ccc2c(c1)C(=O)N([C@@H](C)CO)C[C@@H](C)[C@H](CN(C)C(=O)Nc1cccc3ccccc13)OCCCC[C@H](C)O2
→ -5.0%	i	0.6
CN[C@H]1C[C@H]2c3[nH]c4ccc(-c5cccc(C)c5)cc4c3CCN2C[C@H]1[C@H](C)O
→ 18.5%	i	1.8
